Apaf1 inhib: human Apaf-1 inhibition; O14727; reconstituted apoptosome caspase-3 activity, DEVD-Rh110 fluorescence; inhibition, % at 20 µM; 330,000 compounds, 0.71% hits; AID 489030; active means inhibition of at least 40% at 20 µM;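 further: plate controls were DMSO wells for no effect and DEVD-CHO caspase inhibitor wells for full effect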
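System – cell-free apoptosome with Apaf-1, procaspase-3 and caspase-9 · Buffer or medium – pH 7.5 Hepes buffer with CHAPS, BSA, DTT · Also added – cytochrome c with DEVD-Rh110 · Times – 30 min compound preincubation, 50 min activation, room temperature · Technique – Rh110 fluorescence intensity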
mIAP inh: blocks mouse intestinal alkaline phosphatase | purified mouse IAP, CDP-Star luminescence, 30 min | inhibition, % at 10 µM | 330,000 compounds, 0.2% hits;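 active means inhibition of at least 40% at 10 µM in the primary screen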;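 further: plate controls were DMSO with enzyme for no effect and no enzyme wells for full effect; values of inactives mirror those of a sister screen read the other way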
mIAP act: increases mouse intestinal alkaline phosphatase activity; 330,000 compounds, 0.24% hits; activation factor at 10 µM; muIAP, CDP-Star luminescence, 30 min; hits give high values; 1 = vehicle-only enzyme signal, 0 = enzyme-free wells;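 active means activation factor of at least 2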; further: the source names both 10 and 20 µM as test concentration; values of inactives mirror those of a sister screen read the other way
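Assay system: mouse IAP enzyme / Compound: DMSO-dissolved test compounds / Timing: 30 min, room temperature / Measured by: luminescence from enzymatic CDP-Star hydrolysis / Control set: DMSO-only wells, enzyme-free buffer wells as negative control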
NALP3 yeast inh: blocks the NALP3 inflammasome reconstituted in yeast. AID 2825. inhibition, % at 10 µM. 330,000 compounds, 0.39% hits. Yeast reconstituted NLRP3/ASC/caspase-1, beta-gal luminescence, 24 h;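 active means inhibition of 50% or more; inactive means inhibition below 50%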;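 further: plate controls were induced DMSO wells for no effect and uninduced yeast grown without galactose for full effect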
ATG4B inh: blocks human ATG4B protease cleavage of LC3 substrate; ATG4B cleavage of LC3-PLA2, NBD-HPC fluorescence, 1 h; 340,000 compounds, 0.51% hits; Q9Y4P1; inhibition, % at 8.33 µM; in the data active means inhibition above about 40%
Target sequence (Q9Y4P1 whole entry, looked up): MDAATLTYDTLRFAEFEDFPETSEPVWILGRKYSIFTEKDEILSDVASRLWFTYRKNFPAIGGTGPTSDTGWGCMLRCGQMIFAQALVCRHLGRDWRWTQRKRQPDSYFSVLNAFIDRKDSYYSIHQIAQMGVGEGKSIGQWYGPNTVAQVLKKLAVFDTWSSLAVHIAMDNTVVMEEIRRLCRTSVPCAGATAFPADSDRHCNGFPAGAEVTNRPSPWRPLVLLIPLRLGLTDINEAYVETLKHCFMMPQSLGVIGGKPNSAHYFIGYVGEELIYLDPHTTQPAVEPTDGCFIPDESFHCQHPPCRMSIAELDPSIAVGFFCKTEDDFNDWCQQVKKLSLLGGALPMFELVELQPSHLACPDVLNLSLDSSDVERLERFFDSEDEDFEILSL
hIAP block: human IAP inhibition; P09923; purified IAP, CDP-Star luminescence, 30 min; inhibition, % at 10 µM; 330,000 compounds, 0.12% hits; AID 2544;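 active means inhibition reaching a set limit with compound at 10 µM in the primary screen, cut at about 35% in these data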;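 further: plate controls were DMSO wells with enzyme for no effect and no-enzyme buffer wells for full effect; values of inactives mirror those of a sister screen read the other way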
Target sequence (P09923 whole entry, looked up): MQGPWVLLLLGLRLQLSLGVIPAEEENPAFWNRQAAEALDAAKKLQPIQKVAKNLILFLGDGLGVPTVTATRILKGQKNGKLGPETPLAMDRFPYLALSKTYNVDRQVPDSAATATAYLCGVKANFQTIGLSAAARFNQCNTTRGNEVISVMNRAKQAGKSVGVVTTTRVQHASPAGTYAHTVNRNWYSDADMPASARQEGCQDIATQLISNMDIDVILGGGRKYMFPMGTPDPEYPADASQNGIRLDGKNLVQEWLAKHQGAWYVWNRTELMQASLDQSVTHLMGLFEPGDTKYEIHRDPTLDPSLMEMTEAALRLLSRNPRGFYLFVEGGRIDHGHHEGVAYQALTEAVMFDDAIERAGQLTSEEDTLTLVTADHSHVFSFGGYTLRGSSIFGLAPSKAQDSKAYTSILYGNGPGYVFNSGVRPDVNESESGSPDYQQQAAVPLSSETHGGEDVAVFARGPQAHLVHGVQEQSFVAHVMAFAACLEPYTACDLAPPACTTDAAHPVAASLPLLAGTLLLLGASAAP
hIAP act: increases human intestinal alkaline phosphatase activity; 330,000 compounds, 0.16% hits; activation factor at 10 µM; purified human IAP, CDP-Star luminescence, 30 min; hits give high values; 1 = vehicle-only enzyme, 0 = enzyme-free background;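 active means activation factor of the enzyme at least 2-fold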; further: the source names both 10 and 20 µM as test concentration; values of inactives mirror those of a sister screen read the other way
tim10-1 inh: tim10-1 yeast growth inhibition. AID 463190. 330,000 compounds, 2.2% hits. inhibition, % at 20 µM. S. cerevisiae tim10-1 ts strain growth, BacTiter-Glo, 24 h;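 active means inhibition of at least 40%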;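 further: mutant grown at 25 °C; 0% = DMSO wells with yeast and 100% = wells holding no yeast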
TIM10 inh: growth inhibitors of TIM10 yeast strain; S. cerevisiae TIM10 strain growth, BacTiter-Glo luminescence, 24 h; inhibition, % at 10 µM; 330,000 compounds, 1.4% hits; AID 463195;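 active means inhibition of 40% or more at the single tested concentration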;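 further: wild-type TIM10 isogenic control strain grown at permissive 25 °C; 0% = DMSO yeast wells and 100% = minimal medium wells without yeast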
Numbers without * were called inactive. Compounds as they come, and some 4.5% of all compounds hit somewhere here.

Sequence of screens – Apaf1 inhib	mIAP inh	mIAP act	NALP3 yeast inh	ATG4B inh	hIAP block	hIAP act	tim10-1 inh	TIM10 inh
> CCCc1cc(=O)[nH]c(SCC(=O)Nc2ccc3c(c2)CCC3)n1
  -2	6	0.94	8	-5	1	0.99	0	4
> COc1ccc(C(=O)NCCNc2ccc([N+](=O)[O-])cc2)cc1OC
  -18	12	0.88	12	-5	4	0.96	-2	-11
> C=CCNC(=S)N(CC)c1cccc2ccccc12
  6	-7	1.1	-53	-9	-19	1.2	27	17
> Cc1ccc(Oc2coc3cc(O)ccc3c2=O)cc1
  -8	6	0.94	4	4	1	0.99	13	19
> CC1(c2ccc3ccccc3c2)NC(=O)N(CC(=O)Nc2cccc(S(=O)(=O)N3CCOCC3)c2)C1=O (centres undefined)
  11	-8	1.1	7	-32	5	0.95	10	12
> CCCCSCCCNC(=O)Nc1cccc(OC)c1
  -4	-90	1.9	13	9	8	0.92	4	12
> COc1ccc(OC)c(-c2nc(CN3CCCCC3c3cccnc3)c(C)o2)c1 (centres undefined)
  5	1	0.99	-6	6	-11	1.1	8	3
> O=C(c1csc2c1CCCC2)n1cccn1
  -13	-1	1	48	7	8	0.92	-17	-35
> C/C(=C1\SC(N2CCOCC2)=NC1=O)c1ccccc1
  -14	2	0.98	19	4	-9	1.1	12	-9
> S=c1[nH]nc(-c2ccc(Cl)cc2)n1CC1CCCO1 (centres undefined)
  -4	-4	1	0	-1	9	0.91	14	-9
> CCOC(=O)c1nn(-c2ccc(C)cc2)c(=O)cc1OCC(=O)Nc1ccc(OC)cc1
  -3	2	0.98	7	4	4	0.96	7	6
> CC1C=Cc2ccccc2N1C(=O)c1ccccc1 (centres undefined)
  -13	-12	1.1	1	-10	-1	1	15	-20
> CC(Nc1nc(-c2ccccc2)nc2ccccc12)c1ccccc1 (centres undefined)
  7	2	0.98	19	9	-6	1.1	44*	29
> Nc1nnc(N2CCCCC2)s1
  -8	6	0.94	16	1	18	0.82	-3	7
> Cc1cc(NC(=O)CSc2nnnn2C)n(-c2ccccc2)n1
  10	-6	1.1	10	1	-7	1.1	7	-7

(more compounds)
Sequence of screens – Apaf1 inhib	mIAP inh	mIAP act	NALP3 yeast inh	ATG4B inh	hIAP block	hIAP act	tim10-1 inh	TIM10 inh
> CCn1nnc2cc(C(=O)NCCc3ccccc3F)ccc21
  1	2	0.98	27	-2	7	0.93	10	-1
> COc1ccc(C(=O)NC2c3ccccc3-c3ccccc32)cc1
  -16	2	0.98	10	-5	-16	1.2	7	-9
> Oc1ccccc1-c1cc(-c2ccccc2)n[nH]1
  6	4	0.96	36	-3	-34	1.3	-9	18
> CC1(C)NC(=O)N(CC(O)COc2ccccc2-c2ccccc2)C1=O (centres undefined)
  -4	6	0.94	8	-2	7	0.93	14	13
> CCOC(=O)C(NC(=O)Nc1ccc(F)cc1)(OCC)C(F)(F)F (centres undefined)
  0	0	1	-2	-5	17	0.83	7	-6
> Nc1ccccc1Nc1ccc([N+](=O)[O-])cc1[N+](=O)[O-]
  4	5	0.95	9	13	9	0.91	-12	-20
> CCc1nc2ccccc2n1Cc1ccccc1F
  -6	1	0.99	-33	-2	5	0.95	24	16
> CCN(CC)S(=O)(=O)c1cccc(C(=O)NC(C(=O)NC2=NCCS2)C(C)C)c1 (centres undefined)
  10	1	0.99	18	-5	-9	1.1	-6	-2
> CCOC(=O)C1CCCc2c1[nH]c1c(C(N)=O)cccc21 (centres undefined)
  8	-5	1	7	-6	-9	1.1	21	6
> OCC1(CCOc2ccccc2)CCN(Cc2nc3ccc(F)cc3[nH]2)CC1
  -6	6	0.94	-8	-1	8	0.92	14	1
> COc1ccc(C)c2sc(N(CCCN(C)C)C(=O)c3ccc(S(=O)(=O)N(C)C)cc3)nc12
  -7	1	0.99	4	-11	8	0.92	11	3
> CCc1ccc(N(C(=O)c2snc(C(N)=O)c2N)C(C(=O)NC2CCCC2)c2ccco2)cc1 (centres undefined)
  8	8	0.92	12	17	13	0.87	25	26
> Cc1ccc(S(=O)(=O)NC2(C(=O)O)CCCCC2)cc1
  10	-12	1.1	1	-5	11	0.89	5	-7
> COC(=O)C1=C(C(=O)OC)C2(OC1c1ccc(Br)cc1)C(=O)c1ccccc1C2=O (centres undefined)
  19	0	1	15	-7	-13	1.1	27	18
> Cc1c(C(=O)NCCC2=CCCCC2)cccc1[N+](=O)[O-]
  13	-2	1	2	2	-9	1.1	16	-16

Next section, starting with the last 2 of the part before.
Sequence of screens – Apaf1 inhib	mIAP inh	mIAP act	NALP3 yeast inh	ATG4B inh	hIAP block	hIAP act	tim10-1 inh	TIM10 inh
> COC(=O)C1=C(C(=O)OC)C2(OC1c1ccc(Br)cc1)C(=O)c1ccccc1C2=O (centres undefined)
  19	0	1	15	-7	-13	1.1	27	18
> Cc1c(C(=O)NCCC2=CCCCC2)cccc1[N+](=O)[O-]
  13	-2	1	2	2	-9	1.1	16	-16
> COc1cc(/C=C2\C(=N)N3N=C(S(C)(=O)=O)SC3=NC2=O)cc(OC)c1OCCOc1ccc(C)cc1
  10	4	0.96	27	25	11	0.89	33	31
> Cc1cccc(N2CCN(C(=O)C(C)n3nc(C)n4c(cc5occc54)c3=O)CC2)c1C (centres undefined)
  24	7	0.93	7	2	6	0.94	22	38
> COc1ccccc1C(=O)NC(CCSC)C(=O)NNC(=O)c1ccncc1 (centres undefined)
  4	5	0.95	28	3	-2	1	7	1
> CN(Cc1cccc(F)c1)C(=O)c1cccc(S(=O)(=O)N2CCN(Cc3ccccc3)CC2)c1
  13	5	0.95	17	-1	-13	1.1	31	17
> O=C1/C(=C\c2c(NCCOCCO)nc3ccccn3c2=O)SC(=S)N1Cc1ccco1
  2	28	0.72	30	0	-1	1	12	-2
> COCC(=O)N1CCCc2ccccc21
  0	6	0.94	16	-2	-9	1.1	-9	-1
> Cc1ccc2nc(-c3ccc(SCC(=O)N4CCc5ccccc54)nc3)[nH]c2c1
  4	-4	1	10	2	8	0.92	5	27
> COc1ccccc1C1NC(=O)CS1 (centres undefined)
  1	0	1	3	0	2	0.98	16	3
> CC(C)CCn1nnnc1CN1CCN(C(=O)c2ccco2)CC1
  -2	-7	1.1	10	3	-10	1.1	-12	-17
> CC(C)N1CCc2c(sc(N)c2C#N)C1
  -1	6	0.94	5	0	3	0.97	6	-5
> COc1ccccc1CNCC(=O)Nc1cc(S(=O)(=O)N2CCCCCC2)ccc1Cl
  3	-10	1.1	16	1	-7	1.1	14	18
> COCCNC(=O)C(c1ccc(C)o1)N(Cc1ccc(F)cc1)C(=O)Cn1nnc2ccccc21 (centres undefined)
  0	-4	1	19	-2	6	0.94	11	11
> COc1ccc(NC(=O)CN2CCC(C)CC2)cc1
  -52	6	0.94	4	0	2	0.98	5	0
> Cc1c(CCCN)c2ccccc2n1Cc1ccccc1
  -1	1	0.99	27	-3	-12	1.1	-2	7
> COc1ccc(S(N)(=O)=O)cc1C(=O)NCC(C)(C)N1CCCCC1
  1	-6	1.1	1	5	-1	1	7	-15

Arranged by molecular weight (lowest first): eleven of the compounds above
Sequence of screens – Apaf1 inhib	mIAP inh	mIAP act	NALP3 yeast inh	ATG4B inh	hIAP block	hIAP act	tim10-1 inh	TIM10 inh
> CC(C)N1CCc2c(sc(N)c2C#N)C1
  -1	6	0.94	5	0	3	0.97	6	-5
> Oc1ccccc1-c1cc(-c2ccccc2)n[nH]1
  6	4	0.96	36	-3	-34	1.3	-9	18
> COc1ccc(NC(=O)CN2CCC(C)CC2)cc1
  -52	6	0.94	4	0	2	0.98	5	0
> Cc1ccc(S(=O)(=O)NC2(C(=O)O)CCCCC2)cc1
  10	-12	1.1	1	-5	11	0.89	5	-7
> CC(C)CCn1nnnc1CN1CCN(C(=O)c2ccco2)CC1
  -2	-7	1.1	10	3	-10	1.1	-12	-17
> COc1ccc(OC)c(-c2nc(CN3CCCCC3c3cccnc3)c(C)o2)c1 (centres undefined)
  5	1	0.99	-6	6	-11	1.1	8	3
> Cc1cccc(N2CCN(C(=O)C(C)n3nc(C)n4c(cc5occc54)c3=O)CC2)c1C (centres undefined)
  24	7	0.93	7	2	6	0.94	22	38
> COc1ccccc1CNCC(=O)Nc1cc(S(=O)(=O)N2CCCCCC2)ccc1Cl
  3	-10	1.1	16	1	-7	1.1	14	18
> CN(Cc1cccc(F)c1)C(=O)c1cccc(S(=O)(=O)N2CCN(Cc3ccccc3)CC2)c1
  13	5	0.95	17	-1	-13	1.1	31	17
> COc1ccc(C)c2sc(N(CCCN(C)C)C(=O)c3ccc(S(=O)(=O)N(C)C)cc3)nc12
  -7	1	0.99	4	-11	8	0.92	11	3
> CC1(c2ccc3ccccc3c2)NC(=O)N(CC(=O)Nc2cccc(S(=O)(=O)N3CCOCC3)c2)C1=O (centres undefined)
  11	-8	1.1	7	-32	5	0.95	10	12

The list goes on:
Sequence of screens – Apaf1 inhib	mIAP inh	mIAP act	NALP3 yeast inh	ATG4B inh	hIAP block	hIAP act	tim10-1 inh	TIM10 inh
> Cc1sc(NC(=O)CSc2nnc(COc3ccc(Cl)cc3)n2C)c(C#N)c1C
  1	14	0.85	3	-2	-3	1	6	-23
> Cc1ccc(NC(=O)c2ccc3snnc3c2)cc1
  15	-3	1	27	-2	1	0.99	-31	6
> COc1cc(NC(=O)CSCc2ccc(Cl)cc2)c(C(=O)O)cc1OC
  11	8	0.92	13	3	0	1	-5	-4
> Cc1ccc(S(=O)(=O)CCC(=O)OCc2nc(N)nc(Nc3ccccc3C)n2)cc1
  8	5	0.95	14	-1	3	0.97	12	12
> O=c1c2c(nc3cc(-c4ccc(Cl)cc4)[nH]n13)CCS2
  5	5	0.95	3	-3	33	0.67	15	3
> Cc1csc(NC(=O)CSc2nnc(-c3ccoc3C)o2)n1
  5	3	0.97	-2	-5	-8	1.1	-6	-8
> CCN(c1ccccc1)S(=O)(=O)c1ccc(OCC(=O)N2CCCC2)cc1
  3	1	0.99	18	1	14	0.86	8	5
> COc1cc(C(=O)OC2CCOC2=O)c([N+](=O)[O-])cc1OC (centres undefined)
  0	10	0.9	5	-5	4	0.96	-14	7
> CCOc1ccc(C(=O)Nc2c(C(=O)N3CCC(N4CCCCC4)CC3)oc3ccccc23)cc1
  15	-1	1	2	-3	7	0.93	5	0
> COc1ccc(C(=O)NCCS(=O)(=O)N2CCCC2)cc1
  2	1	0.99	3	1	-5	1.1	-2	-1
> O=C(CCNC(=O)c1ccc([N+](=O)[O-])cc1)Nc1nc2ccccc2[nH]1
  -2	11	0.89	12	-1	-8	1.1	-2	-21
> CCOc1cc2c3c(c1)C(C)CC(C)(C)N3C(=O)C2=O (centres undefined)
  9	8	0.92	28	17	-10	1.1	27	30
> COc1cccc(NS(=O)(=O)c2cc3c(cc2C)N(C(C)=O)CCO3)c1
  -10	6	0.94	8	1	14	0.86	10	-7
> COc1cccc(NC(=O)CN(C)C(=O)c2ccccc2-c2nc3ccccc3s2)c1
  14	12	0.88	16	5	5	0.95	13	-4
> CCOc1cccc(C(=O)Nc2cccc(C(=O)NC(C)(C)C)c2)c1
  2	0	1	7	-11	-7	1.1	6	4
> Cn1cnnc1SCC(=O)Nc1cccc(S(=O)(=O)N2CCCCCC2)c1
  3	3	0.97	-7	3	-4	1	-4	8
> O=C(CN1C(=O)C(=O)N(C2CCCC2)C1=O)Nc1ccc(Cl)cc1C(F)(F)F
  -4	5	0.95	8	-4	-2	1	5	-3
